Source: PubChem BioAssay (The Scripps Research Institute Molecular Screening Center)
PLC-beta3 inh: inhibitors of human phospholipase C beta3; Q01970; Purified PLC-beta3, fluorogenic substrate, fluorescence; inhibition, % at 12.2 µM; actives 0.18% (n = 370,000); AID 720704; in the data active = inhibition above about 11%;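 also: 0% = median of compound wells on plate and 100% = full blocker control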
SIAE primary: blocks human sialic acid acetylesterase. SIAE FP-Rh probe binding, fluorescence polarization. Q9HAT2. inhibition, % at 9.66 µM. actives 0.69% (n = 370,000);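 active = inhibition above a cutoff: mean of compounds within the control limits plus 3 SD of those, cut at about 17% in these data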;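 also: 0% = plate median of compound wells and 100% = probe without SIAE protein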
Target sequence (Q9HAT2 whole entry, looked up): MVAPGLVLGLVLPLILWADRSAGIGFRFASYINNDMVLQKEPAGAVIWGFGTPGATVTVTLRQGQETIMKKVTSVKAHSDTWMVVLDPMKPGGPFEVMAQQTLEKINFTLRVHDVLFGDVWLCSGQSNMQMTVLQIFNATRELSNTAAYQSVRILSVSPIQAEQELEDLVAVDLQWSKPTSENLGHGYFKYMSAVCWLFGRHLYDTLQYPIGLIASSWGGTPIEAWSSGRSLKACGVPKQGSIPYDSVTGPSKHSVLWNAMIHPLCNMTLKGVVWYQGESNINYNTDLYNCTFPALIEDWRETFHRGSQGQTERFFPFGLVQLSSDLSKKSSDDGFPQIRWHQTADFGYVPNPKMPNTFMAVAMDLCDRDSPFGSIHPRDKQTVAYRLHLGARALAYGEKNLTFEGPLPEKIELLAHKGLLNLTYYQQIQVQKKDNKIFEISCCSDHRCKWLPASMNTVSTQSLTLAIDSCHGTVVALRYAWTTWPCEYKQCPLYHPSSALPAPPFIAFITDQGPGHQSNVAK
DDE Tn6 FP inh: inhibitors of Tn6 peptide binding to human fibrin DD(E) | inhibition, % at 8.3 µM | actives 0.21% (n = 370,000) | Fibrin DD(E) TRITC-Tn6 fluorescence polarization displacement;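 active = inhibition above a per-campaign cutoff: mean of compounds within control limits plus 3 SD, cut at about 15% in these data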;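 also: 0% = median of all compound wells on the plate and 100% = blocking peptide control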
Target sequence (P02675 whole entry, looked up): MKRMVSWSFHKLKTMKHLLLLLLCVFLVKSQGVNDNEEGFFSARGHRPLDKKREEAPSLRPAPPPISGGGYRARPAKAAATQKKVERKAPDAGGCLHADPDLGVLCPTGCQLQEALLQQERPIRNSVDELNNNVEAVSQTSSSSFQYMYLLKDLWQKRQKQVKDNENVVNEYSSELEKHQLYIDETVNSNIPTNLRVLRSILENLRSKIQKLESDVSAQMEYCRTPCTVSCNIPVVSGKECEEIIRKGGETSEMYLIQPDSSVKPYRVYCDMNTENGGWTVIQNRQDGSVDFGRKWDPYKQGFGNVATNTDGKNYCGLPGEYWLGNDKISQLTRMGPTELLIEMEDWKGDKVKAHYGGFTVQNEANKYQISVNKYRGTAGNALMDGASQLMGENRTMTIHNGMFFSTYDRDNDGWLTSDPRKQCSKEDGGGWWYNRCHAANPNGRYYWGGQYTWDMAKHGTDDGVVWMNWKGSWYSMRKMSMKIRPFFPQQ
TDP2 absorb: blocks human TDP2 phosphodiesterase activity; O95551; recombinant TDP2, T5PNP hydrolysis, p-nitrophenol absorbance 415 nm; inhibition, % at 12.8 µM; actives 0.34% (n = 370,000); AID 720702;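 active = inhibition above the mean of all tested compounds plus 3 SD, set per campaign, cut at about 25% in these data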;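 also: 0% = DMSO with enzyme and 100% = buffer with substrate but no TDP2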
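System: recombinant human TDP2 / Amount: 120 nM TDP2 per well / Also added: 5 mM T5PNP chromogenic substrate / Doses: 12.8 µM single point, 1% DMSO / Incubation: 2 h at 37 °C / Detection: p-Nitrophenol epi absorbance / Evaluation: % inhibition relative to enzyme-containing and enzyme-free wells / Repeats: singlicate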
DDE Tn7 FP inh: inhibitors of Tn7 peptide binding to human fibrin DD(E) | P02675 | FP displacement of FITC-Tn7 peptide from fibrin DD(E); 0% = median of compound wells per plate | inhibition, % at 8.3 µM | actives 0.13% (n = 370,000);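 active = inhibition above the mean of compounds falling within the control limits plus 3 SD of them, cut at about 14% in these data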;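 also: 0% = plate median of compound wells and 100% = 10 µM Aha-Tn7 peptide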
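Assay system: Human clot-derived fibrin DD(E) complex | Buffer or medium: Tris/NaCl/CaCl2 buffer, pH 7.8 | Repeats: One replicate per compound | Benchmarks: Aha-Tn7 high control | Measure: % inhibition scaled between sample-field median and high-control FP | Schedule: 10 min plus 3 h, room temperature | Signal: Fluorescence polarization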
PLCg1 inh: inhibitors of human phospholipase C gamma1; P19174; purified PLC-gamma1, fluorogenic substrate, fluorescence; inhibition, % at 12.2 µM; actives 0.84% (n = 370,000); AID 720700; in the data active = inhibition above about 9.5%
ASAP1 GAP inh: inhibitors of human ASAP1 ArfGAP activity | Q9ULH1 | actives 0.19% (n = 360,000) | ASAP1-stimulated ARF1 GTP hydrolysis, GDP FP detection | inhibition, % at 16.5 µM; in the data active = inhibition above about 25%;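 also: 0% = vehicle with enzyme and substrate and 100% = no enzyme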
ARFGAP1 inh: rat ARFGAP1 inhibition. actives 0.26% (n = 360,000). inhibition, % at 16.5 µM. Arfgap1-stimulated ARF1 GTP hydrolysis, GDP FP detection. Q62848;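 active = inhibition above a per-plate limit, mean inhibition of low control wells plus 3 SD, cut at about 25% in these data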;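 also: 0% = DMSO wells with enzyme and 100% = wells lacking Arfgap1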
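Assay system: Rat Arfgap1 GAP domain (His6, aa 1-136), purified enzyme | Buffer or medium: HEPES 25 mM pH 7.5, NaCl 150 mM, MgCl2, DTT | Schedule: GTP hydrolysis reaction 2 h at 25 °C | Signal: FP of antibody-bound GDP Alexa 633 tracer, ex 620/em 688 nm | Measure: Percent inhibition of Arfgap1-stimulated GTP hydrolysis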
ADAM10 inh: inhibits human ADAM10; O14672; recombinant ADAM10, EDANS/DABCYL FRET peptide cleavage, 3 h; inhibition, % at 7 µM; actives 0.62% (n = 370,000); AID 720582;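 active = inhibition above a per-campaign cutoff equal to the mean of compounds falling between control-based bounds plus 3 SD, cut at about 20% in these data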;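 also: 0% = DMSO wells while the 100% control is not disclosed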
ADAM17 inh: inhibitors of human ADAM17; recombinant ADAM17, EDANS/DABCYL FRET peptide cleavage; actives 0.83% (n = 370,000); P78536; inhibition, % at 6.95 µM;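 active = inhibition above the mean of compounds lying between control limits plus 3 SD, set per campaign, cut at about 8.5% in these data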;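 also: 0% = DMSO-only wells as the low control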
Active calls of the source: *; & = joins results of further samples.

ARFGAP1 inh	ASAP1 GAP inh	SIAE primary	PLC-beta3 inh	ADAM17 inh	DDE Tn6 FP inh	DDE Tn7 FP inh	TDP2 absorb	ADAM10 inh	PLCg1 inh	structure
14	0	-3	-3	-5	-5	0	-1	-1	0	O=C(NC(Cc1ccccc1)C(=O)O)c1cccnc1Cl (stereo not drawn)
7	1	5	3	-3	5	-6	5	2	-2	CCCc1cc(=O)[nH]c(=S)[nH]1
-5	8	-5	-1	2	7	-1	-18	6	7	CCC1CCCCN1CCCNC(=O)C1CC(=O)N(CCc2ccccc2)C1 (stereo not drawn)
7	6	2	-1	7	1	-7	-17	11	4	O=S1(=O)NC2c3ccccc3CC2O1 (stereo not drawn)
-2	6	6	-4	0	3	-3	-1	-11	-3	C=CCN1C(=O)c2oc3ccccc3c(=O)c2C1c1ccc(O)c(OC)c1 (stereo not drawn)
9	-2	3	-4	-2	1	-3	12	-3	1	OCCN1CCN(c2ncnc3scc(-c4ccc(F)cc4)c23)CC1
8	12	0	1	-2	-2	-3	1	-4	1	Nc1c(-c2ccccc2)cnc2cc(-c3ccccc3)nn12
0	-6	2	0	-2	11	2	5	-18	3	CC1(C(=O)NS(=O)(=O)c2cccs2)CCN1C(=O)c1ccco1 (stereo not drawn)
7	3	0	0	-4	3	-3	12	-3	0	COc1ccccc1NS(=O)(=O)c1ccccc1C#N
5	-7	2	-5	-1	2	-1	7	-2	1	N/C(=N\OC(=O)c1cc([N+](=O)[O-])ccc1Cl)c1ccccn1
5	13	-47	-14	-1	-4	-9	8	-8	-6	COc1ccc(-n2nc(C(=O)NCC(=O)Nc3ccc(F)cc3)c3ccccc3c2=O)cc1
-5	12	1	0	-1	0	1	8	6	0	O=C(O)CN1C(=O)C(=O)N(Cc2ccccc2F)C1=O
11	9	-4	4	0	0	-5	3	2	5	CCOC(=O)N1CCC(NC(=O)c2cc(C(=O)NCc3ccc(F)cc3)ccc2CO)CC1
2	-7	2	4	3	8	-9	-4	11	5	CCn1c(CSc2nc3ccccc3s2)n[nH]c1=S
-6	4	-1	-3	-3	3	0	-3	-1	5	Cc1ccc(OCC(=O)NCCC2=CCCCC2)cc1
-2	8	4	5	0	1	-3	-4	6	5	CCOC(=O)N1CCN(S(=O)(=O)N2CCCC(C(=O)NCc3cc(OC)ccc3OC)C2)CC1 (stereo not drawn)
-11	-3	-6	-2	2	1	0	6	-3	1	Cc1cc(-c2ccc(S(=O)(=O)N3CCN(c4cccc(C(F)(F)F)c4)CC3)s2)on1
13	10	9	-5	4	-5	-9	-2	8	-1	CC(C)CNC(=O)c1ccc(COc2ccc(Cl)cc2Cl)o1
9	-12	-3	-3	-3	-2	-2	2	0	-2	Clc1ccc(-c2nnc(SCc3nc4ccccc4s3)o2)cc1
10	-5	3	11*	2	-10	-4	-24	11	11*	COc1c(C)cc(C(=O)C2CCCN(C(=O)/C=C/c3ccccn3)C2)cc1C (stereo not drawn)
-5	-6	-2	-3	2	4	1	-9	8	1	COc1ccc(S(=O)(=O)N2c3ccc(F)cc3CCC2C)cc1 (stereo not drawn)
-6	-9	6	-1	0	0	-1	-5	10	4	Cc1cc(N2CCCC2=O)ccc1S(=O)(=O)Nc1c(C)nn(C)c1C
-2	3	6	-313	-2	8	-3	17	-11	-212	COc1cc(/C=C/c2cccc[n+]2C)ccc1OCC(=O)Nc1ccccc1
3	7	-13	-2	-6	0	1	-7	-13	0	O=C(NC(N1CCOCC1)C(Cl)(Cl)Cl)c1ccco1 (stereo not drawn)
9	1	-1	3	3	4	0	-15	1	-1	CCC(=O)Nc1cccc(C2=NOC3(C2)C[C@@H](C(N)=O)N(C(=O)c2ccc(OC)cc2)C3)c1 (stereo partly drawn)
2	0	-2	-5	1	4	-4	-4	2	3	CN(Cc1ccccc1)CC(O)COc1ccc(CNCCc2cccnc2)cc1 (stereo not drawn)
15	0	3	1	-1	-3	-3	3	-2	2	CC(=O)[C@H]1[C@H](C#N)C[C@H]2[C@@H]3CC=C4C[C@@H](O)CC[C@]4(C)[C@H]3CC[C@@]21C
-14	-14	13	-42	-4	4	-4	11	-2	-3	NC1=NC(=O)/C(=C\c2ccco2)S1
-4	2	2	2	-1	-1	-5	-2	-9	0	COc1ccccc1N(CC(=O)NC1CCCCC1)C(=O)c1csnn1
0	-9	4	1	-1	-1	-5	-4	4	1	COc1cccc(N2CC(O)Cn3c2nc2c3c(=O)n(CCCc3ccccc3)c(=O)n2C)c1 (stereo not drawn)
-6	4	8	-12	-8	4	7	5	-5	-2	S=c1nccc(-c2ccc3c(c2)CCO3)[nH]1
8	-5	0	-4	-4	6	-5	-6	-1	-2	COc1ccc(OC)c(-c2nn(-c3ccccc3)cc2C(=O)NCC(c2ccco2)N2CCCC2)c1 (stereo not drawn)
1	0	-1	2	1	3	-2	-13	3	8	CCOc1ncccc1C(=O)OCC(=O)N1CC(=O)Nc2ccccc21
-5	-11	-1	-1	0	12	5	2	-5	1	COc1ccc(S(=O)(=O)N2CCOCC2)cc1NC(=O)CN1C(=O)NC2(CCCCC2C)C1=O (stereo not drawn)
2	-2	-1	-29	-14	-5	-6	-5	-36	-15	Cc1ccccc1Nc1nc(NCc2ccco2)c2ccccc2n1
11	-3	0	-1	-3	5	0	-4	-6	-2	Cc1noc(C)c1NC(=O)N(C)C[C@H]1Oc2ccc(NC(=O)Cn3cnnn3)cc2C(=O)N([C@H](C)CO)C[C@@H]1C
13	-10	-3	-6	-4	-1	2	-7	-2	1	CC(C)c1ccc(/C=C/C(=O)O)cc1
-6	-6	-2	4	5	-1	-9	-2	8	7	COc1ccc(S(=O)(=O)NCC(c2cccnc2)N2CCN(c3ccccc3OC)CC2)cc1C (stereo not drawn)
4	-4	2	-1	-1	3	2	4	2	1	O=C(Cn1cc(CNC(=O)C2CCCCC2)nn1)Nc1cc(C(F)(F)F)ccc1Cl
8	-2	2	-3	-3	6	7	7	1	-1	O=C(Nc1cccc(Cl)c1)c1cc([N+](=O)[O-])ccc1N1CCN(CCO)CC1
3	-10	-3	-1	-1	6	-6	-5	-4	-1	Cc1cccc(N2CCN(C(=O)Cc3ccc(-n4c(=O)[nH]c5ccsc5c4=O)cc3)CC2C)c1 (stereo not drawn)
-10	-1	-1	1	-2	3	-4	6	-11	-2	O=C(NCc1ccccc1)C1CCCN1S(=O)(=O)c1cccc2cccnc12 (stereo not drawn)
-3	3	-16	-1	3	124*	88*	-3	3	-1	COC(=O)CC1(C(=O)OC)Nc2cc(Cl)c(Cl)cc2S(=O)(=O)N1O (stereo not drawn)
-8	-7	17	-7	0	15	6	-2	-3	-3	Cc1c(C(=O)N2CCN(c3ncccn3)CC2)sc2nc3n(c(=O)c12)CCCC3
-5	11	0	-4	0	5	-6	0	-3	-7	COc1ccccc1OCCCCCCN1CCN(C)CC1
6	-8	5	-9	-2	-11	-1	-6	-5	3	COc1ccc(OC)c(CN2CCCC(C(=O)c3ccccc3SC)C2)c1 (stereo not drawn)
-4	-16	0	-8	-4	8	3	7	0	-3	O=C(Nc1cc(C(=O)N2CCCC2)ccc1N1CCCC1)c1ccccc1
-2	4	-4	-1	-1	-1	3	7	2	3	CCOC(=O)c1c(C)nc(C)c(C(=O)OCC)c1-c1ccc(OC)cc1
-1	0	3	-8	2	-8	1	3	4	0	CC1CCCC(C)N1c1ccc(S(=O)(=O)N2CCOCC2)cc1Cl (stereo not drawn)
3	-21	1	-4	-4	-6	0	1	-8	0	OCCC1CN(CCCc2ccccc2)CCN1CCc1ccccc1 (stereo not drawn)
14	9	4	-9	-2	-13	-1	-9	-8	7	Nn1c(SCC(=O)Nc2ccc3c(c2)OCCO3)nnc1-c1ccncc1
0	-4	-4	-31	-9	-4	-2	-3	-19	-22	CC(OC(=O)c1cccnc1SCc1cc(=O)n2ccccc2n1)c1ccccn1 (stereo not drawn)
-1&-2	11&11	5&-4	-6&5	-2&-4	9&-5	4&5	-10&-3	-7&-2	-5&-2	O=C1CCN(Cc2ccc(O)cc2)CCN1CCO
4	-7	4	-3	-3	0	-6	-6	0	2	COc1cccc(/C=N/NC(=S)NC2CC3CCC2C3)c1OC (stereo not drawn)
-2	4	9	4	0	-3	7	5	3	0	Fc1cc(F)c(NC(=S)N2CCOCC2)c(F)c1
-1	-8	1	1	1	4	6	3	10	-1	COC(=O)c1cccc(COC(=O)c2cccnc2SC)c1

The listing continues.
ARFGAP1 inh	ASAP1 GAP inh	SIAE primary	PLC-beta3 inh	ADAM17 inh	DDE Tn6 FP inh	DDE Tn7 FP inh	TDP2 absorb	ADAM10 inh	PLCg1 inh	structure
3	2	4	-5	-2	7	5	8	-2	1	COc1ccccc1C(=O)NCCC(=O)N(Cc1ccco1)Cc1cccs1
5	0	2	2	1	1	4	2	3	1	CCOc1ccc(N(CC(=O)NC(C(C)C)C(C)C)S(=O)(=O)c2ccc(OC)c(OC)c2)cc1
-12	-4	-3	0	1	-3	5	11	-2	2	Cn1c(N)c(C(=O)COC(=O)c2ccccc2C(=O)c2ccccc2)c(=O)n(C)c1=O
8	10	-3	-3	-5	-1	6	0	3	1	O=C(c1ccc(OC2CCN(Cc3ccccn3)CC2)cc1)N1CCCC(O)C1 (stereo not drawn)
5	-16	6	-2	1	0	0	0	-1	5	O=C(c1ccc2c(=O)n3c(nc2c1)CCCCC3)N1CCN(c2ccc(F)cc2)CC1
2	-1	0	6	0	7	2	-4	5	5	N#Cc1cc(-c2ccccc2)nnc1Sc1ccc(F)cc1
